# Cav3 T inh: blocks human Cav3.2 T-type calcium channel. AID 449739. 4% of 100,000 active. Cav3.2-expressing cells, Fluo-4 calcium fluorescence FDSS; stronger effect = lower value. B-score at 10 µM. O95180;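 active = single-dose well whose peak fluorescence ratio is a statistical outlier from its plate by either plate-standardised score or position-corrected B-score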
# Numbers without * were called inactive. An excerpt; rates above refer to the full screens.
Structure	Cav3 T inh
CC1(C(=O)O)CC(C)(C(=O)O)CC(C)(C(=O)O)C1 (stereo not given)	0.32
COC(=O)c1cccc(NC(=O)c2nn(C(C)C)c(=O)c3ccccc23)c1	-1
COc1ccc(-c2cc3ccccc3oc2=O)cc1NC(=S)NC(=O)c1ccc2c(c1)OCCO2	-0.4
Cc1nn(Cc2ccccc2)c(C)c1NC(=O)CSc1nc(C2CC2)nc2c1cnn2-c1ccccc1	0.011
CCOC(=O)N(Cc1ccccc1)C(C(=O)O)C(C(=O)O)N(Cc1ccccc1)C(=O)OCC (stereo not given)	0.34
CC12CCC(C(=O)NCc3cccnc3)(OC1=O)C2(C)C (stereo not given)	0.041
COc1ccccc1NS(=O)(=O)c1cccc2cccnc12	-0.09
CCc1ccc(-n2c(CSc3nnnn3-c3ccccc3)nc3ccccc3c2=O)cc1	-0.81
CC(C)CN(CC(C)C)S(=O)(=O)N1CCC(C(=O)NCc2ccccn2)CC1	-0.051
Cn1c(=NC(=O)C2CCN(S(=O)(=O)c3cccs3)CC2)sc2ccccc21	-0.45
Cc1ccccc1NC(=O)CCC(=O)OCCCC(F)(F)C(F)(F)F	-0.056
CCOC(=O)c1ccc(COC(=O)CCc2nc(-c3ccccc3)c(-c3ccccc3)o2)cc1	-2
COc1ccc(S(=O)(=O)NCc2ccco2)c2ccccc12	-4.2*
CCOC(=O)C1CCCN(Cc2ccc(O)c(OC)c2)C1 (stereo not given)	0.017
O=C(NCCc1nc(-c2ccccc2)no1)c1ccccc1	0.33
Cc1cc(NC(=O)COC(=O)c2cccc(OCc3ccccc3)c2)no1	0.031
O=C(Cn1cnc2c(nnn2Cc2ccc(F)cc2)c1=O)NC1CCCC1	1
CC(c1ccccc1F)n1cc(C(=O)NCc2ccncc2)nn1 (stereo not given)	0.53
Cc1ccc(-n2nc(C)c3c2OC(N)=C(C#N)C3c2ccc(F)cc2)cc1 (stereo not given)	-0.12
CC1OC2C(OC1C)N(S(C)(=O)=O)CCN2S(C)(=O)=O (stereo not given)	0.64
O=C(Nc1nc(-c2ccco2)cs1)c1ccccc1	-3.7
CC(=O)Nc1ccccc1OCC(=O)c1cc(C)n(Cc2cccs2)c1C	-3.8
CCOC(=O)c1ccc(NC(=O)c2nc[nH]c2C(=O)NCc2ccccc2)cc1	-0.71
COc1ccc(C2SCC(C(=O)NCc3ccc(F)cc3)N2C(C)=O)cc1 (stereo not given)	1.2
COC(=O)[C@H](C)NC(=O)NC(C)CCc1ccccc1 (stereo not given in full)	0.39
COc1ccc(C(=O)CC2OC(=O)c3ccccc32)cc1OC (stereo not given)	0.037
COc1cc(C(=O)Nc2cc(C)ccn2)cc(OC)c1OC	0.051
O=C(CSc1ncccn1)NCc1ccccc1	-0.021
O=C(c1ccco1)N1CCN(S(=O)(=O)c2ccc(Cl)s2)CC1	-0.087
Cc1nn(-c2ccccc2)c2c1C(c1cccnc1)N1C=C(S(=O)(=O)N3CCCCC3)C=CC1=N2 (stereo not given)	0.6
CC1(C)CC(=O)C2=C(C1)Oc1ncn(CCCn3ccnc3)c(=N)c1C2c1ccccc1 (stereo not given)	-2
CCCc1nc2oc3c(NCC4CCCO4)ncnc3c2c2c1COC(C)(C)C2 (stereo not given)	0.82
O=C(COc1ccccc1)Nc1ccc(S(=O)(=O)N2CCCC2)cc1	0.25
O=C(CN1C(=O)C2CC=CCC2C1=O)Nc1ccc(-c2nnc3n2CCCCC3)cc1 (stereo not given)	-0.24
CC1CCC(NC(=O)C2c3ccccc3C(=O)N2CCCN2CCOCC2)CC1 (stereo not given)	-0.45
CC(C)(C)C(=O)Nc1ccc(Oc2ccc3c(c2)C(=O)N(c2ccc(O)cc2)C3=O)cc1	0.6
N=c1n(CCN2CCCCC2)c2ccccc2n1CC(O)c1ccc(Cl)c(Cl)c1 (stereo not given)	-2.6
NC(=O)c1oc2ccc(Cl)cc2c1N	0.27
Cc1n[nH]c(C)c1C(=O)CC1(O)C(=O)N(Cc2ccccc2)c2ccc(Br)cc21 (stereo not given)	0.52
O=C(NC(C(=O)c1ccccc1)n1ccc(=O)[nH]c1=O)c1ccccc1 (stereo not given)	0.025
CC(=O)Nc1ccc(S(=O)(=O)NCCc2ccc(F)cc2)cc1	-0.49
COc1ccccc1Nc1nc(N)nc(CN2CCc3ccccc3C2)n1	-0.38
COc1ccc(C(=O)OC2CCN(c3ncc(C(F)(F)F)cc3Cl)CC2)cc1	-0.97
CC1Cc2ccccc2N1C(=O)CSc1nc(-c2ccco2)cc(C(F)(F)F)n1 (stereo not given)	0.65
C=CCN1C(=O)C(CC(=O)Nc2ccccc2)SC1=Nc1ccc(S(N)(=O)=O)cc1 (stereo not given)	-0.057
CCOC(=O)c1ccc(NC(=O)c2nc[nH]c2C(=O)N[C@@H](CC(C)C)C(=O)OCc2ccccc2)cc1	-0.12
CCCCOc1ccccc1N	0.57
NCCNCCNCCN	-0.16
COC(=O)c1oc2ccccc2c1N	1.7
O=C(CCCNS(=O)(=O)c1cccc2nsnc12)NCCc1ccccc1	0.35
CCOC(=O)c1sc(N(Cc2ccccc2)C(=O)CSc2nnc(C3CC3)n2N)nc1C	-1.9
CC(NC(=O)COc1ccccc1)C(=O)NC1=NCCS1 (stereo not given)	-1.4
CSc1ccc(CNc2ccc(Cl)cc2)cc1	0.31
CCOC(=O)c1sc2nc(N3CCOCC3)c3c(c2c1N)CCCC3	0.091
COc1ccccc1N1CCN(S(=O)(=O)c2cn(C)c(=O)n(C)c2=O)CC1	0.27
Cn1cccc1/C=N/n1c(-c2ccccc2)n[nH]c1=S	0.32
CCN(CC)S(=O)(=O)c1ccc2nc(SC)sc2c1	0.022
CCN1C(=O)N[C@@H](c2cccs2)C(C(=O)OC)=C1C	-0.02
COC(=O)CSc1nc2cc(C)ccc2cc1C#N	1.2
Cc1oc2c(c1C(=O)Nc1ccc(C(=O)O)cc1)CCCC2	0.056

# In the list so far, 2 have a cyano group.
Structure	Cav3 T inh
Cc1ccc(-n2nc(C)c3c2OC(N)=C(C#N)C3c2ccc(F)cc2)cc1 (stereo not given)	-0.12
COC(=O)CSc1nc2cc(C)ccc2cc1C#N	1.2

# Next part
Structure	Cav3 T inh
N/C(=N\OC(=O)CCCN1C(=O)c2ccccc2C1=O)c1ccc(Br)cc1	0.03
COc1ccc(N2C(=O)CC(Nc3ccc(N4CCOCC4)cc3)C2=O)c(OC)c1 (stereo not given)	-1.3
COc1cc2c(cc1OC)C(c1ccc(C)o1)CC(=O)N2 (stereo not given)	0.9
CC(C)CNC(=O)COC(=O)c1ccc(Cl)c(S(N)(=O)=O)c1	-0.017
CCOC(=O)c1ccc(N/C=C/C(=O)c2ccco2)cc1	0.066
CCCCc1ccc(N2C(=O)[C@@H]3C(CC(N)=O)NC4(C(=O)Nc5ccc(F)cc54)[C@@H]3C2=O)cc1 (stereo not given in full)	0.2
CN1CCN(/C=N/C2=C(C#N)C(c3ccccc3)C3=C(CC(C)(C)CC3=O)O2)CC1 (stereo not given)	1.8
CC1(C)CC(=O)C2=C(C1)N(CCN1CCOCC1)C1=C(C(=O)CC(C)(C)C1)C2c1cccc(F)c1	0.75
Cc1ccc2c(C)c(C(=O)Nc3nnc(C)s3)oc2c1	-0.2
O=C(CCCSc1nc2sc3c(c2c(=O)[nH]1)CCC3)NCCO	1.9
COc1ccccc1-n1c(CNC(=O)c2ccc(S(=O)(=O)N3CCOCC3)cc2)n[nH]c1=S	0.63
CCN(C(=O)COC(=O)c1ccc(OCc2c(C)noc2C)cc1)c1ccccc1	-0.92
CCCS(=O)(=O)N1CCN(S(=O)(=O)c2ccccc2)CC1	1.1
CN1Cc2cc(C(=O)c3cc(Cl)cc(CSc4ncccn4)c3O)cnc2NC1=O	-1
CCCCCC(=O)Nc1cc(N(C)C)nc2ccccc12	0.74
CC(C)OCCCNC(=O)CN1C(=O)CC(C)(C)S(=O)(=O)c2ccccc21	-0.22
COc1ccccc1NC(=O)N1CCCC1C(=O)NC1CCCCC1 (stereo not given)	1.2
CC1CC(c2ccccc2)n2nc(NC(=O)c3ccco3)nc2N1 (stereo not given)	-1.1
CN(C(=O)COC(=O)CNS(=O)(=O)/C=C/c1ccccc1)C1CCS(=O)(=O)C1 (stereo not given)	-1.2
CCC(=O)Nc1ccccc1C(=O)OCC(=O)Nc1ccc(S(N)(=O)=O)cc1	-1.5
CCn1c(C)cc(/C=C2\NC(=O)N(Cc3ccc(Cl)cc3)C2=O)c1C	-0.71
CC(C)N1C(=O)C2ON(c3ccccc3)C(c3cccs3)C2C1=O (stereo not given)	-2.2
CC(=O)c1ccc(NC(=O)CCSCCC(=O)Nc2ccc(C(C)=O)cc2)cc1	-0.1
CCOC(=O)c1cnn(-c2ccccc2)c1-n1cccc1C(=O)C(=O)Nc1ccc(OC)cc1	-3.3
CCOC(=O)c1c(NC(=O)CS(=O)(=O)c2cn(CC)c3ccccc23)sc2c1CCCCC2	-1.4
Cc1nc2ccccc2n1S(=O)(=O)N(C)C	-0.24
C/C(CC(=O)NCc1ccco1)=N\NC(=O)C(c1ccccc1)c1ccccc1	-1.6
CCCCN1CN(S(=O)(=O)c2cccs2)c2nc3ccccc3nc21	0.58
CN1CCN(Cc2cccc(Oc3ccc(Cl)cc3)c2)CC1	1.1
Cc1cccc(N=Cc2cc3c(cc2[N+](=O)[O-])OCO3)c1	1.9
COc1ccc(-c2cc(C(=O)Nc3cnn(Cc4ccccc4C)c3)no2)cc1OC	-0.019
CCn1c(COc2ccccc2)nnc1SCC(=O)Nc1ccc2c(c1)OCCO2	0.039
CCCCCC1CC(=O)N(Cc2ccc(Cl)cc2)C(=O)N1 (stereo not given)	-2
Cc1[nH]n(-c2cccc(Cl)c2)c(=O)c1-c1ccc(Cl)cc1	-7.5*
CCCCC(=Nc1ccc(N)cc1)C1=C(O)C(C(=O)OC)C(C)(C)CC1=O (stereo not given)	1.2
COc1ccccc1NC(=O)N1CCC(c2nc3cc(C)c(C)cc3[nH]2)CC1	-0.57
CC(C)(C)c1cc(C(C)(C)C)cc(S(=O)(=O)CCc2ccccn2)c1	-6.9*
COc1ccc(CCN(C(=O)C(F)(F)F)C(C(=O)NC2CCCC2)c2cccs2)cc1OC (stereo not given)	-0.23
CCN1C(=O)/C(=C/c2ccc(C)s2)SC1=Nc1ccc(OC)cc1	-0.65
CS(=O)(=O)N1CCN(c2ccc(NC(=O)Cc3ccccc3)cc2)CC1	0.3
O=C(N/N=C/c1c[nH]c2ccccc12)c1ccn(Cc2ccc(Cl)cc2)n1	-3
CCCCOC(=O)Nc1cccc(Cl)c1C	-1.6
COc1cc(CCN2C(=O)c3cccc4cccc(c34)C2=O)c(S(=O)(=O)NCCCO)cc1OC	-0.14
O=C(NNC(=O)[C@@H]1CCCC[C@@H]1C(=O)O)c1cccs1	-0.016
Cc1nc(NCCO)c2nnn(Cc3ccccc3F)c2n1	0.1
O=C(O)c1ccc(S(=O)(=O)Cc2ccccc2)cc1	1.4
O=C(/C=C/c1cccs1)c1cc(Cl)ccc1OC(=O)N1CCOCC1	-1.2
COc1ccc(OC)c(-c2nnc(SCC(=O)NC3CCCCC3)o2)c1	-1.5
CCCCOc1ccccc1C(=O)NCC(=O)O	1.5
COC(=O)CCCCCCCCC(=O)Nc1nc2ccccc2s1	-1.6
O=C(Nc1ccc(C(F)(F)F)cc1)C1CCCN1S(=O)(=O)c1cccc2cccnc12 (stereo not given)	-1.9
CSc1ccccc1C(=O)NCc1ccc2c(c1)OCO2	0.33
COC(=O)CCC(=O)OC1(C)C(=O)C=C2C=C(C3CC3)N(CCN3CCOCC3)C=C2C1=O (stereo not given)	0.81
CCC(C)NC(=O)CCC(=O)Nc1ccc2nc(N3CCOCC3)cc(C)c2c1 (stereo not given)	2
Cn1c(NCCc2ccccc2)cc(=O)n(C)c1=O	0.14
O=C(CSc1ncccn1)NCCc1ccccc1	0.1
COc1cccc(-c2nnn(CC(=O)O)n2)c1	0.029
O=C(Nc1ccc(C(=O)N2CCCC2)cc1)c1ccc2c(c1)OCO2	-2.6
CCCc1cc(N2CCCC(C(=O)Nc3ccc(OC)cc3OC)C2)n2ncnc2n1 (stereo not given)	2
Cc1cc(=O)n(-c2ccc3ccccc3n2)[nH]1	0.17

# More results follow.
Structure	Cav3 T inh
CCOc1ccc(Br)cc1S(=O)(=O)Nc1ccc(N2CCOCC2)cc1	0.14
C/C(=N/Oc1nc(C)cc(C)n1)c1ccccc1	0.37
C=C(C)Cn1c(CCNC(=O)C(C)(C)C)nc2ccccc21	1.3
COc1cccc(CC2CC(=O)N(CCc3ccc4c(c3)OCO4)C2=O)c1 (stereo not given)	-2.9
O=C(Nc1nccs1)c1ccccc1N=Cc1ccccc1	0.18
O=C(CCC(=O)NC1CCCCCC1)Nc1nnc(C(F)(F)F)s1	0.08
COc1ccc(-c2cc(-c3ccccc3)n3ncnc3n2)cc1	-0.37
COc1ccc(NC(=O)CSc2nc3c(c(=O)n2-c2ccc(F)cc2)SCC3)c(OC)c1	0.08
Cc1cc(C(=O)CSc2nnc(-c3cccc(F)c3)n2N)c(C)n1Cc1ccc2c(c1)OCO2	-2.4
CC1CCN(c2c(NCC3CCC(C(=O)N4CCCCC4)CC3)c(=O)c2=O)CC1 (stereo not given)	2.1

# Rewritten field by field: entries from further up
O=C(Nc1nccs1)c1ccccc1N=Cc1ccccc1
  Cav3 T inh: 0.18
Cc1cc(C(=O)CSc2nnc(-c3cccc(F)c3)n2N)c(C)n1Cc1ccc2c(c1)OCO2
  Cav3 T inh: -2.4
O=C(CCC(=O)NC1CCCCCC1)Nc1nnc(C(F)(F)F)s1
  Cav3 T inh: 0.08
CCOc1ccc(Br)cc1S(=O)(=O)Nc1ccc(N2CCOCC2)cc1
  Cav3 T inh: 0.14
